Compound activity deposited in PubChem BioAssay by several laboratories.
CHRM5 agonist: human M5 muscarinic receptor agonists, primary screen, CHO-K1 cells, Fluo-8 calcium fluorescence; CHO-K1 hM5 cells; 0% DMSO wells, 100% maximal acetylcholine response; activation, % at 3 µM; Muscarinic acetylcholine receptor M5 (Homo sapiens), P08912; 360,000 tested, 0.19% active;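 active means activation above the run's mean over test compounds plus 3 SD, cut at about 23% in these data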;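 further: signal is peak over basal fluorescence ratio across the kinetic read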
Target sequence (P08912 whole entry, looked up): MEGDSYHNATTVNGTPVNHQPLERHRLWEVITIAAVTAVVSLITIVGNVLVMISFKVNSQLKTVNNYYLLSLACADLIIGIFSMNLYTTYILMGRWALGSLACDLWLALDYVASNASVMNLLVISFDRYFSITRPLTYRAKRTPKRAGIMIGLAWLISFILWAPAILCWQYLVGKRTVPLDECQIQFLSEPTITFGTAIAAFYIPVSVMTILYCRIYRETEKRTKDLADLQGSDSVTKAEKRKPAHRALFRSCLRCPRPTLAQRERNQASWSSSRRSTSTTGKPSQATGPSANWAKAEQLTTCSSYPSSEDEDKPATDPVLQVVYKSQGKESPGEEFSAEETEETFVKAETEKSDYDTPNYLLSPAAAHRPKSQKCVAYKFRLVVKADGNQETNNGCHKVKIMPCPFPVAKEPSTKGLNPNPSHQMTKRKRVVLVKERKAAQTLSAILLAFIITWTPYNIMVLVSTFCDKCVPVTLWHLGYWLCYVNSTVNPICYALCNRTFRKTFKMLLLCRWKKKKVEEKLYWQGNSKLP
CHRM5 PAM: human M5 muscarinic receptor positive allosteric modulators, primary screen, CHO-K1 cells, Fluo-8 calcium fluorescence; CHO-K1 hM5, ACh EC20 PAM; 0% = ACh EC20, 100% = ACh EC100; activation, % at 3 µM; 360,000 tested, 0.3% active; AID 624038, 2012;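 active means activation above the run cutoff, the mean activation of all test compounds plus 3 SD, cut at about 18% in these data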
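system = human M5 receptor in CHO-K1 cells | reagent = EC20 acetylcholine as agonist stimulus | compound dosing = single-point, 3 µM nominal | incubation = Fluo-8 loading 80 min at 37 °C plus 30 min room temperature | detection = Fluo-8 calcium dye fluorescence, kinetic read | benchmarks = low control EC20 acetylcholine (0%), high control EC100 acetylcholine (100%)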
CRFR2-BP antag: antagonists of CRF-BP/CRF-R2 complex, primary screen, cell-based, HEK293, calcium dye fluorescence, uHTS | 350,000 tested, 0.59% active | CRF-induced calcium fluorescence | AID 588475, 2011 | inhibition, % at 11.8 µM;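 active means inhibition of the ligand-induced calcium signal above about 50% at the single tested concentration, limit read from the data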
M4 antag: human M4 muscarinic receptor antagonists, primary screen, CHO cells, Fluo-8 calcium fluorescence. Muscarinic acetylcholine receptor M4 (Homo sapiens), P08173. CHO-hM4 cells, ACh EC80. inhibition, % at 3 µM. 360,000 tested, 0.73% active. AID 624125, 2012;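 active means inhibition above its plate's cutoff, the mean inhibition of sample wells plus 3 SD, cut at about 27% in these data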;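 further: 0% = acetylcholine EC80 with DMSO and 100% = DMSO without agonist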
Target sequence (P08173 whole entry, looked up): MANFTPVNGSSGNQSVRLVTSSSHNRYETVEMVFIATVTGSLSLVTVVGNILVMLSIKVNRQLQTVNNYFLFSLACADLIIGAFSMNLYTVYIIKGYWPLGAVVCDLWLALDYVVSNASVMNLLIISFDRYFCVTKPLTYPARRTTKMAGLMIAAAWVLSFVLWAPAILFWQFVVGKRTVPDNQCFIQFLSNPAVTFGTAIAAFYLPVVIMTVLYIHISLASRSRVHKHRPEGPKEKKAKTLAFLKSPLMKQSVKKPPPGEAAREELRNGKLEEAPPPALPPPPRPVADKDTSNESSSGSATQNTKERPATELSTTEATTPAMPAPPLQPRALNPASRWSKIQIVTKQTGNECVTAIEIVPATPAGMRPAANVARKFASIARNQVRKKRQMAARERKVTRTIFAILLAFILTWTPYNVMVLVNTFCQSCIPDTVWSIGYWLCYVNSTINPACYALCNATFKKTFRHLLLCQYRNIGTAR
CRFR2-BP ag: agonists of CRF-BP/CRF-R2 complex, primary screen, cell-based, HEK293, calcium dye fluorescence, uHTS; CRF-binding protein / CRF receptor 2 complex (human); calcium dye fluorescence (FLIPR); percent of saturating CRF peptide response; activation, % at 13.2 µM; 350,000 tested, 0.46% active; AID 588473, 2011;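 active means activation of at least 50%, plus an integration ratio under a set limit after plate pattern correction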;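 further: plate controls were neutral control wells without compound for no effect and CRF at EC100 for full effect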
M4 PAM: human M4 muscarinic receptor positive allosteric modulators, primary screen, CHO-K1 cells, Fluo-8 calcium fluorescence; AID 624126, 2012; Muscarinic acetylcholine receptor M4 (Homo sapiens), P08173; 360,000 tested, 0.4% active; CHO-K1 hM4/Gqi5, ACh EC20; 0% = ACh EC20, 100% = maximal ACh; activation, % at 3 µM;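 active means activation above its plate's cutoff, the mean activation of sample wells plus 3 SD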; further: some results filed as inactive read as strong as hits
CHRM5 antagonist: human M5 muscarinic receptor antagonists, primary screen, CHO cells, Fluo-8 calcium fluorescence. CHO-hM5 cells, ACh EC80. 360,000 tested, 0.59% active. inhibition, % at 3 µM;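 active means inhibition above a per-plate cutoff, the mean of that plate's test compounds plus 3 SD, cut at about 27% in these data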;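 further: 0% = acetylcholine EC80 with DMSO and 100% = DMSO without agonist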
CHRM4 agonist: human M4 muscarinic receptor agonists, primary screen, CHO-K1 cells, Fluo-8 calcium fluorescence; CHO-K1 hM4/Gqi5; vehicle 0%, full acetylcholine response 100%; Muscarinic acetylcholine receptor M4 (Homo sapiens), P08173; 360,000 tested, 0.14% active; activation, % at 3 µM;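 active means activation above the run mean over all test wells plus 3 SD, cut at about 32% in these data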;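 further: peak over basal fluorescence ratio per well then scaled between controls; 0% = DMSO wells and 100% = acetylcholine at EC100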
M1 PAM: human M1 muscarinic receptor positive allosteric modulators, primary screen, CHO-K1 cells, Fluo-8 calcium fluorescence, 1536-well. Muscarinic acetylcholine receptor M1 (Homo sapiens), P11229. CHO-K1 hM1, ACh EC20; 0% = ACh EC20, 100% = maximal ACh. activation, % at 3 µM. 360,000 tested, 0.088% active. AID 588819, 2011; in the data active means activation above about 19%, passing the limit was not always enough
Numbers without * were called inactive; · = no result given.

SMILES | CHRM5 agonist | CHRM5 PAM | CRFR2-BP antag | M4 antag | CRFR2-BP ag | M4 PAM | CHRM5 antagonist | CHRM4 agonist | M1 PAM
Cc1ccc(C(=O)OCC(=O)N(C)c2ccccc2)cc1C | -2 | -5 | -12 | -18 | 3.8 | 4 | 4 | 2 | -2
COc1ccc(CCC(=O)OCc2csc(CC(=O)Nc3ccc(C)cc3)n2)cc1OC | 3 | -6 | 9 | 10 | 0.9 | 0 | 20 | 10 | -3
COc1ccc(-c2csc(NC(C)c3nc4cc(Cl)c(Cl)cc4n3CCOCCO)n2)cc1 (stereo unspecified) | 0 | -1 | -11 | 4 | 0.0 | 4 | 10 | 3 | 2
Cn1c(=O)c2cc(NC(=O)NCc3ccccc3)ccc2n1C/C=C/c1ccccc1 | -1 | 0 | · | -7 | · | 5 | -5 | 2 | 1
CCOC(=O)NCc1ccc(S(=O)(=O)Nc2ccccc2C)cc1 | 0 | -4 | -11 | -2 | 1.6 | -6 | 1 | 3 | 8
CN1CCOCCOCCN(C)C(=O)N2CCOCCOCCN(CCOCC2)C1=O | 2 | -5 | -23 | -4 | 0.2 | 4 | 0 | 1 | -1
C[C@H](CO)N1C[C@H](C)[C@@H](CN(C)Cc2ccc(-c3ccccc3)cc2)Oc2c(NS(=O)(=O)c3ccc(F)cc3)cccc2C1=O | 1 | -3 | -2 | -9 | 0.3 | -1 | 6 | 5 | 6
CCC(C)(C)C1CCC2(CC1)NC(=O)N(CC(=O)Nc1cc(C(F)(F)F)ccc1N1CCOCC1)C2=O (stereo unspecified) | 2 | 6 | -58 | 5 | 2.7 | -1 | -9 | 0 | 9
O=C(CSc1nnc(C2COc3ccccc3O2)o1)Nc1nccs1 (stereo unspecified) | 1 | -3 | -2 | -1 | -1.3 | -3 | -3 | 2 | 5
CCOC(=O)c1ccc(NC(=O)C2(c3ccc(OC)cc3)CCCC2)cc1 | -4 | -8 | -13 | -4 | 2.3 | 6 | 5 | 1 | -7
O=C(NCC(=O)N1CCN(S(=O)(=O)/C=C/c2ccccc2)CC1)c1ccc(Cl)cc1 | -7 | -1 | 14 | -26 | -0.1 | 1 | -3 | 2 | 4
COC(=O)c1c(NC(=O)c2ccco2)sc(C(=O)N2CCCC2)c1C | 2 | -2 | -11 | -6 | 0.6 | 4 | -1 | 0 | 17

Reprinted at random: 2 compounds from above
SMILES | CHRM5 agonist | CHRM5 PAM | CRFR2-BP antag | M4 antag | CRFR2-BP ag | M4 PAM | CHRM5 antagonist | CHRM4 agonist | M1 PAM
COC(=O)c1c(NC(=O)c2ccco2)sc(C(=O)N2CCCC2)c1C | 2 | -2 | -11 | -6 | 0.6 | 4 | -1 | 0 | 17
Cc1ccc(C(=O)OCC(=O)N(C)c2ccccc2)cc1C | -2 | -5 | -12 | -18 | 3.8 | 4 | 4 | 2 | -2

Later entries
SMILES | CHRM5 agonist | CHRM5 PAM | CRFR2-BP antag | M4 antag | CRFR2-BP ag | M4 PAM | CHRM5 antagonist | CHRM4 agonist | M1 PAM
COc1ccc(-c2[nH]ncc2N=Nc2cc(C)cc(C)c2)cc1 | -4 | -12 | -20 | 7 | -3.3 | -4 | 18 | -1 | -11
CC1(C(=O)Nc2ccc3c(c2)OCCO3)CCN1C(=O)C1(c2ccccc2)CC1 (stereo unspecified) | 0 | -4 | · | -1 | · | 5 | 4 | 2 | 4
CC(=O)NC1C(=O)N(CCN2CCOCC2)c2ccc(Cl)cc21 (stereo unspecified) | -2 | -4 | 2 | 7 | 1.3 | -7 | -1 | 1 | 2
CCn1c(-c2cc(-c3ccc(OC(C)C)cc3)nc3ccccc23)n[nH]c1=S | -7 | -11 | 6 | -5 | -0.6 | -2 | 8 | 1 | -3
O=C1C=C(N2CCOCC2)CCC1 | 0 | 0 | 2 | -17 | 0.0 | 3 | 0 | 1 | 0
CCCCC[C@@H](C)N1C[C@@H](COCc2ccccc2)Oc2cc(N3CC[C@H](O)C3)ccc2S1(=O)=O | 2 | 3 | · | 10 | · | -7 | -4 | -1 | ·
CC(Sc1nc(-c2ccc(F)cc2)cs1)C(=O)N1c2ccccc2CC1C (stereo unspecified) | -6 | -8 | -12 | 11 | 20 | -14 | 13 | 0 | 2
COc1ccccc1C(=O)NCCOc1ccc(C)c(C)c1 | 1 | -2 | 12 | 7 | -4.2 | 0 | -6 | 1 | 15
O=C(CCN1C(=O)c2ccccc2C1=O)NCc1cccc(Cl)c1 | -3 | -5 | -3 | 3 | -0.9 | -4 | 10 | 0 | -2
Cn1c(CN2CCCCC2)nc2cc(NC(=O)c3ccc(Cl)cc3)ccc21 | -3 | -3 | 1 | 4 | 0.5 | -4 | 8 | 2 | -11
Cc1ccc(S(=O)(=O)Nc2c(NC3CCCCC3)c3ccccc3oc2=O)cc1C | -1 | 4 | 8 | -3 | -0.7 | -1 | -10 | 2 | -5
O=C1NC(=Nc2ccc(F)cc2)CS1 | 5 | 2 | -4 | 4 | -0.7 | 8 | 11 | 1 | 5
O=C(c1cccs1)N1CCC(c2nc3ccccc3s2)CC1 | 5 | -3 | 0 | 4 | -2.3 | -8 | 4 | 5 | -1
N#CCSc1nnc(Cc2cccs2)n1C1CCCCC1 | -6 | 10 | 4 | 4 | 0.9 | -3 | 6 | 0 | 10
Cc1cc(NC(=O)CN2C(=O)NC(C)(CCc3ccccc3)C2=O)no1 (stereo unspecified) | -3 | 0 | 27 | 0 | 0.2 | 1 | 13 | 1 | 5
COCCNC(=O)c1c[nH]n2c(=O)cc(C3CCN(C(=O)OC(C)(C)C)CC3)nc12 | 0 | -4 | 10 | -14 | 1.2 | 1 | 0 | 0 | 6
Cc1ccc(C(=O)N2CC(=O)Nc3ccc(F)cc3C2c2ccc(F)cc2)cc1[N+](=O)[O-] (stereo unspecified) | 6 | -2 | -50 | -3 | 13 | -4 | -4 | 12 | -6
CCOC(=O)C1(Cc2cccc(F)c2)CCN(C(=O)Cc2cccnc2)CC1 | 2 | 1 | -8 | -1 | -0.5 | -5 | -4 | 2 | 10
Cc1c(C(C)(C)C)c(C=S)n2ccccc12 | -3 | 2 | 7 | 9 | -0.2 | -4 | 11 | 0 | 8
O=S(=O)(Nc1ccccn1)c1cccc(S(=O)(=O)c2ccc(Cl)cc2)c1 | 4 | -4 | 5 | 2 | -1.4 | -12 | 2 | 6 | 4
COCCN(C(=O)CSc1nnc(-c2ccc(F)cc2)n1N)c1c(N)n(CC(C)C)c(=O)[nH]c1=O | 0 | 1 | 5 | -12 | -0.9 | 6 | -5 | 1 | 6
O=C(/C=C(/c1ccc(Cl)cc1)n1cncn1)c1ccccc1 | -4 | -7 | -4 | -7 | -2.1 | 3 | 22 | 1 | 5
O=C(NNS(=O)(=O)c1ccc([N+](=O)[O-])cc1)c1cnn(-c2ccccc2)c1-n1cccc1 | 5 | 3 | -13 | 0 | -3.6 | 5 | 1 | 1 | 7
CCCc1cc(=O)[nH]c(SCC(=O)Nc2ccc(S(=O)(=O)N3CCCC3)cc2)n1 | -2 | 9 | -14 | 0 | -1.6 | 8 | 4 | -1 | 3
CC(C)N(CC#CC(O)(c1ccccc1)c1ccccc1)CCO | -10 | -19 | 21 | 42* | -5.6 | -18 | 42* | 1 | -25
Cc1cc2oc(=O)cc(CN3CCC(C)CC3)c2c(C)c1Cl | 1 | -5 | -19 | 8 | 0.8 | -5 | 5 | 0 | 0
Cc1nnc(NC(=O)c2ccccc2C(=O)O)s1 | 3 | -2 | -2 | -4 | -0.1 | 7 | 0 | -1 | 8
O=C(NNS(=O)(=O)c1ccccc1)C1CCN(S(=O)(=O)c2ccc(Cl)cc2)CC1 | 0 | 1 | 44 | 12 | -1.2 | 0 | -1 | 2 | 5
O=C(NCC(=O)N(c1ccccc1F)C(C(=O)NC1CCCC1)c1ccncc1)c1ccco1 (stereo unspecified) | 0 | 0 | -4 | -12 | 2.2 | 12 | -8 | 2 | 16
CC(NC(=O)CNC(=O)[C@@H]1Cc2ccccc2CN1)c1ccccc1 (stereo partly specified) | -4 | 6 | 6 | -16 | -1.3 | 1 | -4 | 1 | 27
CN(C(=O)C1CCN(c2ncnc3c2nc2n3CCCCC2)CC1)C1CCCCC1 | -3 | -6 | 7 | 5 | 1.1 | 0 | 14 | 5 | 5
COc1cc(C(=O)OCC(=O)NC2CC2)cc(OC)c1OC | 2 | -4 | 6 | -10 | -0.9 | 14 | 9 | 0 | 12
COC(=O)Cc1csc(NC(=O)CSc2nncn2C)n1 | 1 | -1 | -7 | 5 | 1.9 | 1 | 3 | 1 | 9
CCOC(=O)CC1C(C(=O)OCC)ON2OC(C(=O)OC)C(C(=O)OCC)C12 (stereo unspecified) | 2 | 0 | -10 | -13 | 6.8 | 2 | 0 | 0 | 6
COCCN1C[C@@H](CO)O[C@@H](n2cnc3c(N4CCN(c5ccccc5)CC4)ncnc32)C1 | 2 | -3 | · | -20 | · | 6 | 6 | 3 | 2
CCn1ccnc1C(O)c1cccc2ccccc12 (stereo unspecified) | -1 | 7 | 2 | -8 | -1.2 | 2 | 2 | 1 | 16
Cc1cc(C)cc(NC(=O)c2cccn2-c2ncc(C(F)(F)F)cc2Cl)c1 | -6 | -6 | 26 | 5 | -1.2 | -1 | 1 | -1 | -3
Cc1cc[n+](C2=C([O-])c3ccccc3C(=O)/C2=N\S(=O)(=O)c2cccs2)cc1C | -2 | 5 | -9 | -7 | -3.0 | 4 | -4 | 1 | 9
CC(=O)NC(c1cccc(F)c1)c1nc(-c2ccccc2C)cs1 (stereo unspecified) | -1 | -1 | · | 0 | · | 1 | 8 | 1 | 0
CCc1ccc(C(=O)CSc2nc(C)cc(=O)[nH]2)cc1 | 5 | 10 | 21 | -1 | -1.0 | -4 | -23 | 1 | 14
Cc1cc(C)n(CC(O)Cn2cnc3c2c(=O)n(C)c(=O)n3C)n1 (stereo unspecified) | 0 | -3 | -3 | 7 | -0.4 | -4 | -10 | 0 | 6
COCCNC(=O)C1(C)CCCN(Cc2cc(-c3ccccc3)n(C)n2)C1 (stereo unspecified) | 1 | -2 | · | 3 | · | -7 | 0 | 1 | 0
COc1ccc(C2CC(=O)c3cnc(NC(=O)c4ccccc4)nc3C2)cc1OC (stereo unspecified) | -1 | -1 | 8 | -23 | -0.2 | 9 | -9 | 3 | 2
CCOc1ccc(S(=O)(=O)N2CCOCC2)cc1NC(=O)CSCc1c(C)noc1C | -4 | -6 | -4 | -22 | 0.0 | 3 | -7 | 3 | 5

Shown as a hit in CHRM5 antagonist, among the entries above:
SMILES | CHRM5 agonist | CHRM5 PAM | CRFR2-BP antag | M4 antag | CRFR2-BP ag | M4 PAM | CHRM5 antagonist | CHRM4 agonist | M1 PAM
CC(C)N(CC#CC(O)(c1ccccc1)c1ccccc1)CCO | -10 | -19 | 21 | 42* | -5.6 | -18 | 42* | 1 | -25
